# ERp5 inh – blocks human ERp5 reductase activity on insulin. inhibition, % at 9.99 µM. ERp5 insulin aggregation, absorbance 650 nm, 90 min. 350,000 compounds, 0.05% hits;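 active = mean replicate inhibition above about 25%, with every replicate also reaching it, limit read from the data, passing the limit was not always enough; inconclusive = only one of those two criteria met; inactive = neither criterion met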
# DENV2 CPE – inhibitors of DENV2 cytopathic effect | DENV2-infected cells, cytopathic effect rescue, plate reader | CPE inhibition, % at 9.99 µM | 350,000 compounds, 1.7% hits | AID 651640; in the data active = CPE inhibition above about 20%, passing the limit was not always enough; inconclusive = no clear call, values can overlap the other calls; tested in BHK-21 cells;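 also: 0% = median of neutral control wells and 100% = median of positive control wells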
# S100A4 inh HTS – blocks human S100A4 binding to myosin IIA peptide. P26447. S100A4/TAMRA-MyoIIA peptide fluorescence polarization. inhibition, % at 10.7 µM. 360,000 compounds, 0.14% hits;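 active = mean inhibition of at least 70% across replicates, with every replicate also reaching that level; inconclusive = mean inhibition reaches 70% but some replicates fall short; inactive = mean inhibition below 70%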
# Target sequence (P26447 whole entry, looked up): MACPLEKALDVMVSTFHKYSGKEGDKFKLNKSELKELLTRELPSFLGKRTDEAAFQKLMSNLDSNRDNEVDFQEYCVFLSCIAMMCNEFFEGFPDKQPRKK
#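 Assay system: human S100A4 monomer with TAMRA-labelled myosin IIA peptide / Buffer or medium: Calcium-containing HEPES buffer, pH 7.2 / Reagent: TAMRA-labelled myosin IIA heavy-chain peptide probe, 5 nM / Compound: one dose per compound / Timing: polarization read 5 min after assay mix addition, stable 5–60 min / Benchmarks: neutral control DMSO, positive control TFP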
# E-sel inducer – E-selectin induction on HUVECs; P16581; HUVEC E-selectin immunofluorescence imaging; normalized: neutral wells 0, TNF-alpha wells 100; activation, % at 7.58 µM; 260,000 compounds, 0.37% hits; AID 686992;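 active = mean E-selectin-positive cell signal at least 10% of the positive control, reached in at least 60% of replicates, without over 20% cell loss; inconclusive = no rule given, readout overlaps actives, possibly toxicity-flagged; inactive = the rest, including those meeting only one limit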;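 also: in these data hits start at about 27%; measured in HUVEC primary endothelial cells; signal is the percent of cells scored E-selectin positive by PE staining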
# Target sequence (P16581 whole entry, looked up): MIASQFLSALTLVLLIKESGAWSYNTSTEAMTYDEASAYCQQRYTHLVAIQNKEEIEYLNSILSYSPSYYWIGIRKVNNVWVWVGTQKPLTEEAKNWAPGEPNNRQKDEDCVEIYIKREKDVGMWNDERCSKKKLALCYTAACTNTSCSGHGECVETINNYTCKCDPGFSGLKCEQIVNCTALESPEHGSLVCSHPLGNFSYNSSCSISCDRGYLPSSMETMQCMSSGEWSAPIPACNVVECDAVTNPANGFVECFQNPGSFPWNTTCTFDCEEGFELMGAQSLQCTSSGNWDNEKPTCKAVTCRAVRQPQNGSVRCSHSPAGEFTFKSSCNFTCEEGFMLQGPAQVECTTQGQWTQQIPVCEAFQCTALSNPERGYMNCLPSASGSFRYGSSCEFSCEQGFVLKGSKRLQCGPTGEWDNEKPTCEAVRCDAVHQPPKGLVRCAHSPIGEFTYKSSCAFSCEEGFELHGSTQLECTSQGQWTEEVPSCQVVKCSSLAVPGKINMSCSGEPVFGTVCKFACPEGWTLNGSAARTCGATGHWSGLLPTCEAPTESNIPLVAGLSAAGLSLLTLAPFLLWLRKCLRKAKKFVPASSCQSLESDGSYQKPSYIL
#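 Read-out basis: % PE-positive cells; Test system: HUVEC primary endothelial cells; Technique: immunofluorescence imaging; Dosing: single-point compound dose.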
# C2C12 statin – protects C2C12 myotubes from simvastatin toxicity; ATP luminescence, 48 h; scaled: DMSO 0, geranylgeraniol control 100; rescue of ATP level, % at 7.49 µM; 330,000 compounds, 0.78% hits; AID 602340;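 active = mean ATP rescue above about 67%, or every replicate alone reaching that limit, limit read from the data, passing the limit was not always enough; inconclusive = no clear call, values can overlap the other calls; inactive = mean under the limit and some replicate under it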;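 also: myotubes were challenged with 10 µM simvastatin during compound exposure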
# SIRT5 block – sirtuin-5 (human) deacylase inhibition; Q9NXA8; Purified SirT5, succinyl-peptide AMC, trypsin-coupled fluorescence; inhibition, % at 15 µM; 330,000 compounds, 1.1% hits; in the data active = inhibition above about 15%; inconclusive = no clear call, values can overlap the other calls
# PglD DTNB – inhibitors of Campylobacter jejuni PglD acetyltransferase; inhibition, % at 12.5 µM; 360,000 compounds, 0.098% hits; purified PglD enzyme, DTNB colorimetric CoA detection; AID 602405; in the data active = inhibition above about 16%, passing the limit was not always enough; inconclusive = no clear call, values can overlap the other calls; also: strong numbers were not always called active
# The depositor's hits bear a star; ? = inconclusive; . = not tested or not shown. These rows are one share of the data, so the mix of outcomes need not match the whole.
# The opening seven compounds, ahead of the listing:
SMILES,ERp5 inh,DENV2 CPE,S100A4 inh HTS,E-sel inducer,C2C12 statin,SIRT5 block,PglD DTNB
CN(/C=C/C(=C\C=[N+](C)c1ccccc1)OCCCS(=O)(=O)[O-])c1ccccc1,5,-4,2,12,4,1,-3
COc1ccc(C(=O)C2CC2)cc1,3,15,-4,-0.2,2,5,4
CC(=O)c1cccc(NC(=S)N2CCCC2)c1,-7,2,-3,-0.1,0,0,-1
C[C@@H]1CCCCO[C@H](CN(C)C(=O)Nc2ccc(F)cc2)[C@@H](C)CN([C@@H](C)CO)C(=O)c2cc(NC(=O)NC3CCCCC3)ccc2O1,5,-10,-7,0.4,.,6,2
C[C@@H]1CN([C@H](C)CO)S(=O)(=O)c2ccc(-c3cccc(C#N)c3)cc2O[C@H]1CN(C)C(=O)c1ccc(F)cc1,-7,-10,-5,-0.2,-27,1,-2
O=C(Nc1ccc(N2CCCC2)c(Cl)c1)c1ccc(Br)o1,9,.,1,.,-22,.,4
CC(Oc1cccc(Br)c1)C(=O)NNC(=O)CCNC(=O)c1ccccc1Cl (centres undefined),3,0,-7,-0.4,3,-6,0

# All compounds of this part, repeating the preview:
SMILES,ERp5 inh,DENV2 CPE,S100A4 inh HTS,E-sel inducer,C2C12 statin,SIRT5 block,PglD DTNB
CN(/C=C/C(=C\C=[N+](C)c1ccccc1)OCCCS(=O)(=O)[O-])c1ccccc1,5,-4,2,12,4,1,-3
COc1ccc(C(=O)C2CC2)cc1,3,15,-4,-0.2,2,5,4
CC(=O)c1cccc(NC(=S)N2CCCC2)c1,-7,2,-3,-0.1,0,0,-1
C[C@@H]1CCCCO[C@H](CN(C)C(=O)Nc2ccc(F)cc2)[C@@H](C)CN([C@@H](C)CO)C(=O)c2cc(NC(=O)NC3CCCCC3)ccc2O1,5,-10,-7,0.4,.,6,2
C[C@@H]1CN([C@H](C)CO)S(=O)(=O)c2ccc(-c3cccc(C#N)c3)cc2O[C@H]1CN(C)C(=O)c1ccc(F)cc1,-7,-10,-5,-0.2,-27,1,-2
O=C(Nc1ccc(N2CCCC2)c(Cl)c1)c1ccc(Br)o1,9,.,1,.,-22,.,4
CC(Oc1cccc(Br)c1)C(=O)NNC(=O)CCNC(=O)c1ccccc1Cl (centres undefined),3,0,-7,-0.4,3,-6,0
Cc1ccccc1NCC(=O)Nc1cc(S(=O)(=O)N2CCCCC2)ccc1C,-1,-5,2,.,-9,3,-2
O=C1OC(c2ccc(F)cc2)=N/C1=C\C=C/c1ccccc1,0,-4,1,0.0,.,4,.
CCOCCn1c(SCc2ccc(C)cc2)nc2c1c(=O)[nH]c(=O)n2C,2,0,8,.,5,-12,-3
CC(/C=C/c1ccccc1)=N\NC(=O)CCc1ccccc1,9,?,-1,.,.,0,.
C[C@H](CO)N1C[C@H](C)[C@H](CN(C)C(=O)Nc2ccccc2)Oc2ccc(NC(=O)Cn3cnnn3)cc2CC1=O,-2,-4,-3,0.2,-29,-1,2
CN(C)S(=O)(=O)c1cccc(NC(=O)CN2C(=O)NC(Cc3c[nH]c4ccccc34)C2=O)c1 (centres undefined),-2,6,-3,6.7,.,-3,.
COC(=O)c1ccc(OCc2cc(=O)n3ccsc3n2)cc1,1,-3,-6,.,.,1,.
CCCNC(=O)N1[C@@H]2CN(C(=O)c3ccncc3)c3ccccc3[C@@H]2[C@@H]1CO,1,0,-6,0.0,24,3,1
Cc1ccc(S(=O)(=O)NNC2CC(=O)N(c3ccc(Br)cc3)C2=O)cc1 (centres undefined),5,7,-1,.,.,-7,.
C[C@H]1CCCCO[C@H](CN(C)C(=O)Nc2cccc3ccccc23)[C@@H](C)CN([C@@H](C)CO)C(=O)c2cc(NC(=O)c3ccncc3)ccc2O1,19,-8,-11,0.1,-28,4,4
N#Cc1ccccc1OCC(=O)Nc1ccc2c(c1)OCCO2,-19,7,11,.,1,1,-3
CC(C)C(=O)NCCc1nc(-c2ccccc2)no1,.,.,.,-0.2,11,.,0
Cc1ccc(S(=O)(=O)Nc2nc(C)cc(N/N=C/c3ccc(O)cc3)n2)cc1,5,0,-2,-0.2,2,-3,0
O=S(=O)(Nc1ccncc1Cl)c1cccc(Cl)c1Cl,2,.,2,1.6,2,-3,.
C[C@@H]1CCCCO[C@@H](CN(C)C(=O)Cc2ccccc2)[C@H](C)CN([C@@H](C)CO)C(=O)c2cc(NC(=O)Nc3ccc(F)cc3)ccc2O1,1,0,-3,-0.2,.,3,0
CCCc1nnc(NC(=O)CCC(=O)NCc2ccccc2Cl)s1,-5,-3,-1,.,12,-2,6
NC(=O)c1cccc(S(=O)(=O)N2CCCCC2)c1,1,.,4,.,-1,1,.
COCCNC(=O)C[C@H]1CC[C@@H]2[C@H](COC[C@@H](O)CN2S(=O)(=O)c2ccccc2C)O1,-4,-3,5,0.2,3,-1,-3
C=CCn1cc(C(=O)NCCCN(CC)CC)c(=O)c2cc(S(=O)(=O)N3CCC(C)CC3)ccc21,3,7,2,.,-6,-4,0
CCCc1nn(-c2cc(Cl)ccc2OC)c2c1C(=O)CC(C)(C)C2,-2,-10,-4,0.1,-19,3,2
O=C1Nc2cc(C(=O)N3CCN(c4ccccn4)CC3)ccc2S/C1=C\c1ccccc1,4,6,-3,.,1,3,1
C=C(C)CN1C(=O)C(=O)N(CC(=C)C)C1=O,7,6,3,0.3,.,-2,.
O=C1ON=C(c2ccccc2)/C1=C/c1ccc(-c2ccccc2[N+](=O)[O-])o1,.,.,.,-1.6,18,.,1
Cc1ccc(NC(=O)C(C)N2C(=O)c3ccccc3C2=O)nc1 (centres undefined),7,3,-2,.,.,2,.
C[C@@H]1CN([C@@H](C)CO)C(=O)c2cc(NS(=O)(=O)c3ccccc3)ccc2O[C@@H]1CN(C)C(=O)Nc1ccccc1,0,-7,2,-0.1,22,-4,1
C[C@H]1CN([C@@H](C)CO)C(=O)c2c(c3ccccc3n2C)-c2ccccc2CO[C@H]1CN(C)Cc1ccc(F)cc1,-2,-9,-3,-0.2,.,1,.
COc1ccc(N(CC(=O)NN=C2CCN(C)CC2)S(=O)(=O)c2ccccc2)c(OC)c1,7,-3,2,.,-3,2,-1
CCC(=O)N1CCCCN2[C@H](CO)[C@H](c3ccc(C#Cc4cccnc4)cc3)[C@H]2C1,12,-1,-24,-0.3,1,2,-3
O=C(N/C(=C/c1ccco1)C(=O)N1CCCCCC1)c1ccccc1,4,-4,-10,-0.2,5,1,-3
O=C(Nc1ccnn1C1CCN(C2CCOCC2)CC1)c1cccc(F)c1,-2,5,-2,.,7,-1,2
COc1cccc(-c2nc(CS(=O)CC(=O)NCCc3ccc(C)cc3)c(C)o2)c1 (centres undefined),1,15,-5,0.1,17,-4,-1
COc1ccccc1C(=O)NCCC(=O)Nc1ccc(OC(F)(F)F)cc1,2,-8,-4,.,-79,102*,-1
CCC(=O)Nc1ccc2c(c1)C(=O)N(C)[C@H]1CC[C@@H](CC(=O)NCc3ccccc3Cl)O[C@@H]1CO2,9,-8,12,0.0,-17,1,-7
CC(=O)Nc1ccc2c(c1)C(=O)N(C)[C@H]1CC[C@@H](CC(=O)NCc3ccccc3)O[C@H]1CO2,2,-9,-14,0.1,-10,-3,5
CN(C)/C=C/C(=O)c1ccc(Br)cc1,-7,-9,-1,.,.,-5,.
CCNC(=O)C[C@H]1CC[C@H]2[C@@H](COc3ccc(NC(=O)c4ccc5c(c4)OCO5)cc3C(=O)N2C)O1,-2,16,7,0.1,22,-3,-1
O=C(Nc1c(-c2ccc(Cl)cc2)[nH][nH]c1=O)c1ccc(Br)cc1,6,5,-2,0.1,1,-3,5
COc1ccc(-c2cc(NC=O)c3ncc(-c4ccc(OC)c(OC)c4)n3c2)c(OC)c1,-4,1,-10,0.2,-47,-1,3
COC(=O)C1=C(C)NC(C)=C(C(=O)OC)C1C(=O)OCC(=O)N1c2ccccc2CC1C (centres undefined),-3,-4,-2,0.0,4,.,-2
C[C@H]1CN([C@@H](C)CO)C(=O)c2cccc(NC(=O)c3ccncc3)c2O[C@H]1CN(C)S(=O)(=O)c1ccccc1,-5,11,-1,-5.3,-24,.,2
O=C(/C=C/c1ccccc1Cl)NCCc1ccccc1,-9,-4,-5,.,-49,-2,3
COc1cc2c(cc1OC)C(c1ccc(Br)cc1)CC(=O)N2 (centres undefined),-2,8,0,-0.1,1,2,-4
COc1ccc(N2CCN(C(=O)C(Cc3ccccc3)NC(=O)c3ccccc3)CC2)cc1 (centres undefined),6,14,-1,-1.1,-13,0,2
# Further compounds.
SMILES,ERp5 inh,DENV2 CPE,S100A4 inh HTS,E-sel inducer,C2C12 statin,SIRT5 block,PglD DTNB
c1ccc2ccccc2c1,5,17,-1,.,1,.,7
Cc1cc(-c2ccc(C(C)C)c(S(=O)(=O)NCCN3CCC(C)CC3)c2)on1,-2,8,-22,.,-3,-2,-2
Cc1ccc(-c2cc3cccc[n+]3cc2-c2ccc(C)cc2)cc1,-1,-3,-7,.,.,-7,0
CCOc1ccccc1NC(=O)NCCc1c[nH]c2ccccc12,0,-1,-2,0.5,-12,0,1
C[C@H]1CN([C@@H](C)CO)S(=O)(=O)c2ccc(-c3cncnc3)cc2O[C@@H]1CN(C)C(=O)CN(C)C,3,?,-3,-0.2,0,8,2
Cc1ccsc1S(=O)(=O)N1CCCC(CCC(=O)NCc2ccccc2F)C1 (centres undefined),-1,2,-1,3.8,.,4,.
Cc1ccc(CSc2n[nH]c(N)n2)cc1,2,2,0,0.5,-4,-5,-2
O=C(Nc1ccc(Cl)cc1)c1ccc(-c2ccccn2)s1,1,5,2,-0.1,-31,-5,1
COc1ccc(-c2cc(=Nc3c(C)n(C)n(-c4ccccc4)c3=O)c3ccccc3o2)cc1,-5,17,0,0.2,-10,-81,1
O=C1NC[C@@H](Cc2cccc3ccccc23)N(CCCCC2CCCCC2)C1=O,-2,-10,0,0.1,15,.,-1
CCCCCCCCN1C(=O)[C@H](CC(=O)NCCc2ccccc2OC)C[C@@]2(C(=O)OCC)CCCC=C12,1,0,-2,2.5,.,3,.

# Sorted by value in ERp5 inh (high to low): 3 from the list above.
molecule | ERp5 inh | DENV2 CPE | S100A4 inh HTS | SIRT5 block | PglD DTNB
C[C@H]1CN([C@@H](C)CO)S(=O)(=O)c2ccc(-c3cncnc3)cc2O[C@@H]1CN(C)C(=O)CN(C)C | 3 | ? | -3 | 8 | 2
Cc1ccc(CSc2n[nH]c(N)n2)cc1 | 2 | 2 | 0 | -5 | -2
Cc1ccsc1S(=O)(=O)N1CCCC(CCC(=O)NCc2ccccc2F)C1 (centres undefined) | -1 | 2 | -1 | 4 | .

# Screening results deposited in PubChem BioAssay by Broad Institute.
